Source: PubChem BioAssay
Glioma ERSR ind – induces the endoplasmic reticulum stress response in human glioma cells; U87-MG GRP78 promoter luciferase reporter, 16 h; Potency, µM, without a hit: at the highest dose activation, hits mostly activators; actives 0.02% (n = 420,000); AID 602332; further: potency means the concentration at half of the fitted maximal effect; series mostly up to about 76 µM; % of control where 0% means no effect; nearly all actives have a fitted effect of over 35% in size
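Stably transfected U87-MG glioma cells carrying a GRP78-based luciferase sensor; 16 h compound incubation. Luminescence end-point read 10 min after Bright-Glo addition at room temperature.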
D1 agonist – human D1 receptor agonism; actives 1% (n = 360,000); P21728; activation, % at 2 µM; HEK293 T-REx D1 cells, calcium flux, agonist mode; in the data active means activation above about 30%; further: 0% is about no effect
Target sequence (P21728 whole entry, looked up): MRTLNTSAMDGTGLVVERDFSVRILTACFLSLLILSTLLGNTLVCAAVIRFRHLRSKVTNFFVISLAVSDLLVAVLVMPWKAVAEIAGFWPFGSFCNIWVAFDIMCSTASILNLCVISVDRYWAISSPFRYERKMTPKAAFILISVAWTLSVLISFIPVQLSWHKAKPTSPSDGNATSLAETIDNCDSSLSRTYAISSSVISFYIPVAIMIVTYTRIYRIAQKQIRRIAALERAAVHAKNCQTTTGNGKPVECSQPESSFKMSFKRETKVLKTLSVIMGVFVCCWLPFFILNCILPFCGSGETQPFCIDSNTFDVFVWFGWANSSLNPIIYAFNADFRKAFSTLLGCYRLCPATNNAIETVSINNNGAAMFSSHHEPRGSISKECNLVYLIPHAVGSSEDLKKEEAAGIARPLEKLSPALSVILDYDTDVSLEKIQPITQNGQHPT
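Inducible HEK293 T-REx D1 cells, force-coupled to calcium signalling, were plated at 4000 cells/well with tetracycline and held overnight at 30 C. After no-wash calcium dye loading, compound-evoked calcium rise over 180 s flagged agonists.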
D1 potentiator – enhances dopamine response at the human D1 receptor; actives 0.036% (n = 360,000); P21728; potentiation, % at 10 µM; AID 504651; HEK293 TREx D1 cells, calcium flux, dopamine EC20 potentiation; in the data active means potentiation above about 30%; further: 0% is about no effect
LDHA inh – LDHA (human) enzyme inhibition | actives 0.15% (n = 480,000) | activity change, % (values are at about 110 or 230 µM) | purified LDHA, NADH/diaphorase-resazurin fluorescence; active compounds read low; in the data active means activity change below about -30%; inconclusive means mostly about -25% to -30%;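 further: plate controls were DMSO wells for no effect and wells without enzyme for full effect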
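Resorufin fluorescence (ex540/em590), read at 0 and 20 min after diaphorase/resazurin addition, reports the NADH left after a 5 min room-temperature reaction of 2 nM human LDH5 with 0.06 mM NADH and 0.2 mM pyruvate.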
D1 antagonist – antagonists of human D1 dopamine receptor; activity change, negative = inhibition, % at 10 µM; P21728; actives 3.2% (n = 360,000); AID 504652; HEK293 TREx D1 cells, calcium flux, dopamine EC80; active compounds read low; in the data active means activity change below about -30%; further: on the % scale 0 is the no-effect control and ±100 the full control effect
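Compound effects on dopamine-evoked calcium signalling were measured in tetracycline-induced HEK293 Trex D1 cells. Dopamine at EC80 followed a 180 s compound pre-read, and fluorescence was tracked kinetically for 180 s more.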
D2 potentiator – positively modulates the human D2 dopamine receptor allosterically. P14416. HEK293 T-REx D2, calcium flux, EC20 dopamine potentiation. potentiation, % at 10 µM. actives 0.34% (n = 340,000). AID 485347;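 active means potentiation over 3 SD above the plate norm, cut at about 30% in these data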; further: 0% is about no effect
Target sequence (P14416 whole entry, looked up): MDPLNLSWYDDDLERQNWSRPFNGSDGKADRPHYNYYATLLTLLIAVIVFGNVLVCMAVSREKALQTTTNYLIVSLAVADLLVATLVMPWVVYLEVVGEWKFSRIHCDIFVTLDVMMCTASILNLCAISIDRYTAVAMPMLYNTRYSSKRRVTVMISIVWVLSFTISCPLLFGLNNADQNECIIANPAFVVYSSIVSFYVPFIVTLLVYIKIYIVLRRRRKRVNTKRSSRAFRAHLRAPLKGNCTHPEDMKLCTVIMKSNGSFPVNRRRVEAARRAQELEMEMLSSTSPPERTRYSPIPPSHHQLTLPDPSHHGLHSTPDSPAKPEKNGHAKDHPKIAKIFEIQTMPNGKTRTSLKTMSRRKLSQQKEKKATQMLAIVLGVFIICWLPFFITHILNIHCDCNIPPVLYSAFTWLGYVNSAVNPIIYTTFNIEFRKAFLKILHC
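Potentiation of an EC20 dopamine calcium response is measured in a force-coupled, tetracycline-inducible Hek293 Trex D2 line. Compound-only kinetic reads over 180 s flag agonists before dopamine addition.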
Vif-A3F inh – Vif-A3F binding inhibition; HeLa A3F-eYFP + Vif (tagged APOBEC3F with the HIV-1 protein that degrades it), YFP fluorescence increase; Potency, µM (highest dose often 46.1 µM), for inactives: top-dose activity, negative = active; actives 0.2% (n = 390,000); AID 602313; further: potency means the concentration at half of the fitted maximal effect; % of control where 0% means no effect; nearly all actives have a fitted effect of over 65% in size
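HeLa cells stably expressing Vif plus C-terminally eYFP-tagged A3F were seeded, incubated overnight at 37 deg C, dosed with compound, incubated overnight again at 37 deg C. Yellow fluorescence (Ex 488/Em 500-530) reported blocked Vif-mediated A3F-eYFP degradation.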
Vif-A3G inh – inhibitors of Vif-APOBEC3G interaction; HeLa A3G-eYFP + Vif (tagged APOBEC3G with the HIV-1 protein that degrades it), YFP fluorescence, overnight; Q9HC16; AID 602310; Potency, µM (highest dose often 46.1 µM), inactives show top-dose activity, negative = active, hits mostly inhibitors; actives 0.076% (n = 410,000);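 further: potency means the concentration at half of the fitted maximal effect; on the % scale 0 is the no-effect control and ±100 the full control effect; nearly all actives have a fitted effect of over 60% in size; hits raise eYFP signal because A3G escapes Vif-driven loss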
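Read-out is eYFP fluorescence (Ex 488/Em 500-530) from Vif-expressing HeLa A3G-eYFP cells; more signal means A3G escaped Vif-mediated degradation. Cells plated overnight, compound pinned in, incubated overnight at 37 deg C.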
RXFP1 agonist – agonists of human relaxin receptor RXFP1; HEK293T-RXFP1 cAMP TR-FRET, 30 min; response scale: percent of porcine relaxin response, buffer zero; actives 0.3% (n = 370,000); Potency, µM (highest dose often 57.5 µM), inactives show top-dose activation, usual class: activators; further: potency means the concentration at half of the fitted maximal effect; on the % scale 0 is the no-effect control and ±100 the full control effect; nearly all actives have a fitted effect of over 60% in size; many of its hits are not listed in these tables
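cAMP rise read by TR-FRET after 30 min, 37C compound exposure (up to 58 uM) in RXFP1-transfected HEK293 cells with Ro 20174 present. EC50 from Hill-equation fits, with 29 nM porcine relaxin as 100% and buffer as basal.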
* marks the source's active call; other numbers are inactive results; u = inconclusive; x = no result given; & = joins results of further samples; ! = a repeat was not active. Unless noted, the call rests on the fitted dose curve; in most records, active means well fitted curve in the direction sought with a large enough effect; inconclusive means small, poorly fitted or top-dose-only effect, or another doubt; inactive means no such curve, though single readings can be large; an effect the other way counts as inactive or inconclusive. This is a subset, so the mix of outcomes need not match the whole.

SMILES | Glioma ERSR ind | D1 agonist | D1 potentiator | LDHA inh | D1 antagonist | D2 potentiator | Vif-A3F inh | Vif-A3G inh | RXFP1 agonist
CCN(CC)CCCNC(=O)c1cn(CC)c2ccc(S(=O)(=O)N(C)C3CCCCC3)cc2c1=O | 4% | 2 | 0 | -5 | 15 | 3 | -7% | 2% | 4.9%
CCOc1ccc(Cl)cc1/C=C1/C(=O)ON=C1C | -2% | 1 | 3 | -12 | -8 | -3 | -5% | -4% | -2.0%
COc1ccc(NC(=O)CC2CCCC2)cc1S(=O)(=O)N1CCCCC1 | -4% | 6 | 3 | 1 | -12 | 3 | -10% | -1% | -1.3%
CCC(C)c1ccc(NC(=O)COC(=O)CCNS(=O)(=O)c2cccs2)cc1 (centres undefined) | 1% | x | x | 3 | x | x | 4% | 7% | x
O=C(NCCCN1CCOCC1)/C(=C/c1cccs1)NC(=O)c1ccccc1 | -4% | 2 | -6 | -1 | -4 | x | 12% | 1% | 3.8%
COc1ccc(NC(=O)c2ccco2)cc1NC(=O)c1cccnc1 | 2% | 2 | 5 | -1 | -1 | 4 | -4% | 2% | 1.4%
Cc1ccc(C(=O)NCC(=O)OC(C)C(=O)Nc2ccc(N(C)C)cc2)s1 (centres undefined) | -1% | 0 | 0 | 4 | 5 | -13 | 6% | 0% | -0.6%
CCOc1ccc(-c2nc(CN3CCCCC3CCn3cccn3)c(C)o2)cc1 (centres undefined) | 0% | 2 | 1 | 3 | -5 | -11 | -3% | 1% | -0.9%
COc1cc(Cl)c(C)cc1NC(=O)CSc1nnc(CCC(=O)O)c(=O)[nH]1 | -2% | 5 | 1 | u | -15 | 3 | -4% | 2% | 1.8%
CC(C)(C)C(=O)NC(C(N)=O)=C(Cl)Cl | -5% | 3 | -1 | -1 | -7 | -1 | 2% | -1% | -0.6%
COCC(=O)Nc1nnc(Cc2ccc(OC)c(OC)c2)s1 | -6% | 2 | 1 | -1 | -3 | -2 | -3% | 1% | -0.5%
Cc1ccc(CCNC(=O)c2cc3c(=O)n(C)c4ccccc4c3n2C)cc1 | -1% | 2 | 1 | -7 | -2 | 5 | -4% | 1% | 6.3%
c1ccc(-c2nnc3sc(-c4csc5c4CCCC5)nn23)cc1 | 7% | 7 | -9 | -6 | 11 | 3 | -6% | -16% | 0.6%
CCOP(=O)(OCC)C(Nc1ccccc1)c1ccco1 (centres undefined) | -2% | -1 | -7 | -7 | -13 | x | 1% | 3% | 1.2%
CCOc1ccc(NC(=O)CN2CCN(Cc3ccccc3)S2(=O)=O)cc1 | 0% | 0 | 0 | -5 | -16 | -2 | 0% | 1% | -0.1%
CCCCc1ccccc1NC(=S)NC1CCCC1 | -6% | 2 | 9 | -2 | 2 | 5 | u | -8% | -0.6%
CCc1ccccc1NC(=O)CCc1c(C)nn(-c2ccc(N3CCOCC3)nn2)c1C | -5%&-4% | 7&2 | -3&-6 | -2&4 | 2&3 | -7&4 | -2%&1% | 0%&0% | 0.8%&16%
CCOC(=O)c1sc(=NC(=O)c2ccc(OC(C)C)cc2)n(C)c1C | -7% | 0 | -2 | -4 | -9 | -2 | 6% | 1% | 28%
COc1ccc(C(=O)NC(=S)NC(C)c2ccccc2)cc1 (centres undefined) | 4% | x | x | -2 | x | x | -7% | -4% | x
CO/N=C/c1ccc(N2CCN(C(=O)c3cccc(C(F)(F)F)c3)CC2)c([N+](=O)[O-])c1 | 0% | 10 | -2 | -3 | -12 | 20 | u | 1% | -0.6%
CN1CCN(S(=O)(=O)c2ccc(NC(=O)C(C)(C)C)cc2)CC1 | -3% | -1 | 0 | -9 | 6 | 23 | 3% | 0% | -0.6%
C=CCc1ccc(OCC(O)COCC)c(OC)c1 (centres undefined) | -1% | 1 | -4 | -5 | -4 | 0 | -3% | -2% | 1.0%
CCC(Oc1ccccc1F)C(=O)Nc1ccc2c(c1)n(C)c(=O)n2C (centres undefined) | 1% | 1 | 15 | -2 | 5 | x | -4% | -6% | 4.1%
COc1cc(OC)cc(C(=O)N[C@H](C(=O)OCn2nnc3ccccc3c2=O)C(C)C)c1 | -2% | 1 | 3 | -2 | 2 | 31* | 12% | 2% | -0.1%
Cc1cccc(NC(=O)c2cccc(C(F)(F)F)c2)c1 | 6% | 0 | -4 | -6 | 5 | 15 | -1% | 2% | 2.9%
O=C(CSc1nnnn1C1CC1)N1CCN(c2ccccc2F)CC1 | -2% | 2 | 0 | -10 | -2 | 4 | -12% | -1% | 0.5%
CC(/C=C\c1cccnc1)=C/C(=O)O | -2%&-5% | 3&0 | -10&10 | -5&-4 | -62*! | 9&-1 | 2%&1% | 2%&-3% | 1.7%&0.0%
Cc1nn2c(=O)cc(COc3ccc(/C=C(\C#N)C(=O)Nc4ccc(F)cc4)cc3)nc2s1 | -2% | 0 | -1 | 13 | -12 | -5 | -3% | -2% | -2.3%
N#CC(C(N)=O)=C1CCC2(CC1)OCCCCO2 | -2% | 1 | -4 | -3 | -2 | 5 | -6% | 0% | 0.1%
Cc1ccc([N+](=O)[O-])cc1NC(=O)CSc1n[nH]c(-c2cccnc2)n1 | -4% | 0 | -6 | 0 | 19 | x | 1% | -2% | 4.2%
COC(=O)c1cc(NC(=O)c2sc3ccccc3c2Cl)cc(C(=O)OC)c1 | -3% | 3 | 1 | 0 | 6 | -2 | -6% | 1% | 4.6%
Cc1ccc(-n2nc3c(=O)n(CC(=O)NCc4ccccc4)nc(C)c3c2C)cc1 | -1% | 0 | -6 | 2 | -6 | -5 | -9% | -2% | 3.9%
COc1ccc2nc(NC(=O)c3nc(S(=O)(=O)Cc4ccc(C)cc4)ncc3Cl)sc2c1 | -10% | 0 | -3 | -2 | -25 | 2 | -23% | u | 2.9%
Cc1ccc(CCNC(=O)c2cc3ccccn3n2)cc1 | 2% | 2 | 1 | -1 | -15 | 11 | -3% | 6% | -1.0%
O=C(COc1ccc(Cl)cc1)NCc1nnc(SCC(=O)Nc2ccc(F)cc2F)o1 | -1% | 2 | -3 | 2 | -6 | -1 | -13% | -2% | -0.1%
COc1ccc([C@H]2/C=C\CN(S(=O)(=O)/C=C/c3ccccc3)[C@@H](C)C(=O)N2Cc2ccc(F)cc2)cc1 | -3% | x | x | -2 | x | x | 2% | 5% | x
Cc1cc(NC(=O)c2ccc3[nH]c(C)c(C)c3c2)ccn1 | -4% | 5 | -7 | -1 | 10 | -7 | -6% | -1% | 1.1%
Cc1ccc(NC(=Nc2ccc(Br)cc2)N2CCOCC2)cc1C | 4% | 25 | -7 | -6 | -2 | -15 | -4% | 4% | -0.1%
COc1ccc(C/C(C)=N\NC(=O)c2c[nH]c3ccccc23)cc1OC | 1% | 0 | 3 | -6 | 5 | 5 | 6% | 0% | -2.0%
O=C(NCC(=O)N1CC=C(c2ccccc2)CC1)c1ccc(F)cc1 | 1% | x | x | -9 | x | x | -9% | 4% | x
C/C(=C(\C#N)C(=O)NCCN1CCOCC1)N(C)C | 0% | 3 | -3 | 0 | -4 | 6 | -5% | 1% | 0.9%
CCC(Sc1nc2n[nH]c(C)c2c(=N)n1-c1cc(Cl)ccc1C)C(=O)N1CCOCC1 (centres undefined) | -5% | -1 | -6 | 2 | 25 | 20 | 0% | -14% | 0.7%
CC(=O)C(C(c1ccccc1)N1CCOCC1)N1CCOCC1 (centres undefined) | -3% | x | x | -9 | x | x | -2% | 1% | x
O=C(OCC(O)C(O)C(O)C(SCc1ccccc1)SCc1ccccc1)c1ccccc1 (centres undefined) | 2% | x | x | -4 | x | x | -9% | -9% | x
COc1cc(/C=C2\SC(=S)N(CCC(=O)Nc3ccccc3O)C2=O)cc(OC)c1OC | -7% | 7 | 2 | -1 | -3 | 6 | 1% | -11% | 1.0%
Cc1ccc(OCc2cc(C(=O)N(C)CCc3ccccn3)no2)cc1C | 5% | 11 | -7 | -1 | 2 | 12 | 1% | -3% | 2.1%
CCCCN(C)CCNC(=O)c1c2c(nc3ccccc13)C(=O)N(C1CCCCC1)C2 | -3% | 0 | 0 | -8 | 2 | 15 | -3% | -1% | -1.9%
O=S(=O)(NCc1ccccc1)c1ccc(Cl)c(S(=O)(=O)NCc2ccccc2)c1 | -2% | 4 | 0 | 1 | 5 | 3 | -1% | 2% | 0.4%
COc1cccc(CN2CCC(Oc3ccc(C(=O)N4CCCCC4)cc3)CC2)c1O | -4% | 4 | -2 | 8 | -2 | 3 | -1% | 0% | -3.6%
O=[N+]([O-])c1ccc(-c2ccn[nH]2)o1 | -2% | 3 | -7 | 5 | -1 | 7 | 0% | 1% | 0.4%
CCn1cc(S(=O)(=O)NCc2ccccc2Br)cn1 | -4% | 5 | 1 | 0 | 5 | 6 | 7% | 1% | -1.7%
COc1cccc(CNC(=O)Cc2c(C)c3c(cc(C)c4c(C)coc43)oc2=O)c1 | -3% | 0 | 2 | -11 | -5 | 17 | -9% | 0% | -4.9%
CCc1cccc(C)c1NC(=O)CCCN1C(=O)C(c2ccccc2)Oc2cccnc21 (centres undefined) | 0% | 2 | -4 | -2 | -4 | 3 | -8% | 2% | 2.0%
COc1ccccc1N1CCN(C2CCCN(C(=O)CCc3ccccn3)C2)CC1 (centres undefined) | -5% | 0 | -9 | 3 | 9 | -11 | 3% | -6% | 1.6%
O=C(NCCc1nc(-c2ccccc2)no1)c1ccco1 | 0% | x | x | -8 | x | x | 5% | 3% | x

Three entries from above, with values under each structure:
The line under a structure holds: Glioma ERSR ind	D1 agonist	D1 potentiator	LDHA inh	D1 antagonist	D2 potentiator	Vif-A3F inh	Vif-A3G inh	RXFP1 agonist
CCn1cc(S(=O)(=O)NCc2ccccc2Br)cn1
 : -4%	5	1	0	5	6	7%	1%	-1.7%
COc1cccc(CNC(=O)Cc2c(C)c3c(cc(C)c4c(C)coc43)oc2=O)c1
 : -3%	0	2	-11	-5	17	-9%	0%	-4.9%
CCc1cccc(C)c1NC(=O)CCCN1C(=O)C(c2ccccc2)Oc2cccnc21 (centres undefined)
 : 0%	2	-4	-2	-4	3	-8%	2%	2.0%
